B2AR arrestin = recruits beta-arrestin to the human beta2-adrenergic receptor | AID 492947 | Potency, µM (titrated, usually from 46.1 µM), without a hit: at the highest dose activation, hits mostly activators | beta-arrestin recruitment to beta2AR, cell-based reporter | hit rate 0.02% among 330,000 | P07550;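 note: potency is the fitted concentration of half-maximal effect; 0% = DMSO controls and full agonism = EC100 isoproterenol or metaproterenol; nearly all actives have a fitted effect of over 65% in size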
Target sequence (P07550 whole entry, looked up): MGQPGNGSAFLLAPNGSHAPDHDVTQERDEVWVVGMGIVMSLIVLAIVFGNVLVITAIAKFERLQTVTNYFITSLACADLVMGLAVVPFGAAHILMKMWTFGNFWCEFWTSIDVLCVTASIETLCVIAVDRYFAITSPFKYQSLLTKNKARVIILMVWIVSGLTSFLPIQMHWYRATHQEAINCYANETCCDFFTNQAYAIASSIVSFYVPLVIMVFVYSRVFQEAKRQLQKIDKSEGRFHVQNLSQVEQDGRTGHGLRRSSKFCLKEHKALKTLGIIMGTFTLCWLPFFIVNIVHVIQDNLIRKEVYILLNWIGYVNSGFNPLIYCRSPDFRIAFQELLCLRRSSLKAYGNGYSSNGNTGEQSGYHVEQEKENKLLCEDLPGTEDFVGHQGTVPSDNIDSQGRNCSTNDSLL
TSHR antag = blocks TSH signaling through the human TSH receptor. P16473. hit rate 0.2% among 330,000. activity change, negative = inhibition, % at 11.5 µM. TSHR-expressing cells, TSH-stimulated cAMP HTRF, 2 h; hits give low values;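 active = activity change below a set negative limit, meaning inhibition stronger than a set level, cut at about -70% in these data; inconclusive = activity change between two set negative limits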; note: % is set by controls: 0 for no effect and ±100 for the full control effect
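Cell-based HTRF cAMP assay; TSHR cells + compound, TSH EC80 (4nM final), 2 h, 37 deg C. Lysis with anti-cAMP cryptate and cAMP-d2, 30 min RT, read 665/620 nm.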
ELG1 DNA repair = blocks ELG1-dependent DNA repair in HEK293T cells; HEK293T ELG1-luciferase reporter, luminescence, 16 h; DNA damage induced by 5-fluorouridine; Potency, µM (highest dose often 46.1 µM), for the others: top-dose activity change, negative = inhibition, hits mostly inhibitors; hit rate 2.3% among 330,000; note: potency is the fitted concentration of half-maximal effect; % is set by controls: 0 for no effect and ±100 for the full control effect; nearly all actives have a fitted effect of over 55% in size
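Step one: seed 2,000 cells per well. Step two: pin-transfer compound or DMSO alongside 5-fluorouridine. Step three: incubate 16 hr, 37 °C, 5% CO2. Step four: add ONE-Glo, wait 30 min, read luminescence.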
uPA surface inh = cell surface uPA generation inhibition. cell surface uPA generation assay, qHTS. Potency, µM (top dose mostly 38.3 µM), without a hit: at the top dose activity change, negative = inhibition, usual class: inhibitors. hit rate 0.31% among 330,000. AID 540303; active = well fitted inhibition curve with a large enough effect; inconclusive = small, poorly fitted or top-dose-only effect; inactive = no such curve, though single readings can be large or run the other way; tested in mouse RAW 264.7 cells; note: potency is the fitted concentration of half-maximal effect; % is set by controls: 0 for no effect and ±100 for the full control effect; nearly all actives have a fitted effect of over 55% in size
Eya2 inh = inhibitors of human Eya2 phosphatase activity. hit rate 0.006% among 330,000. O00167. Potency, µM (top dose mostly 76.9 µM), without a hit: at the highest dose activity, negative = inhibition, hits mostly inhibitors. recombinant Eya2, OMFP fluorescence dephosphorylation (OMFP is methylfluorescein phosphate); note: potency is the fitted concentration of half-maximal effect; % is set by controls: 0 for no effect and ±100 for the full control effect
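Eya2 protein (added as 0.2 uM solution) was preincubated with compound for 10 min at ambient temperature in 50 mM HEPES pH 7.5, 50 mM NaCl, 5 uM MgCl2, 0.05% BSA, 1 mM DTT. OMFP (added at 50 uM) then reacted 10 min; fluorescence read at 485/525 nm.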
TSG101-PTAP inh = blocks PTAP/TSG101 interaction to inhibit HIV-1 budding; 340,000 tested, under 10 active; Q99816; AID 493005; Potency, µM (top dose mostly 115 µM), for the others: at the top dose activity change, negative = inhibition, hits mostly inhibitors; Fluorescence polarization, FITC-PTAP peptide / Tsg101 binding; active = well fitted inhibition curve with a large enough effect in the main read-out, with a control signal flat, not every such curve was filed as active; inconclusive = small, poorly fitted or top-dose-only effect, or effect the other way, or a change in a side signal; inactive = no such curve, though single readings can be large or run the other way; note: potency is the fitted concentration of half-maximal effect; % of control where 0% means no effect
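FP read-out: FITC-PTAP peptide, 50 nM final, binding Tsg101 binding domain, 10 uM final; 20 min, r.t.; 10 mM HEPES pH 7.5, 0.15 M NaCl, 0.01% Tween 20, 3 mM EDTA, 0.1 mM TCEP.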
Tb PFK inh = inhibitors of T. brucei phosphofructokinase; O15648; T. brucei PFK, ADP-Glo luminescence; Potency, µM (top dose mostly 57.5 µM), inactives show at the highest dose activity, negative = inhibition, usual class: inhibitors; hit rate 0.17% among 330,000;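 note: potency is the fitted concentration of half-maximal effect; 0% = uninhibited 1x PFK enzyme wells and -100% = no-enzyme wells; nearly all actives have a fitted effect of over 60% in size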
Target sequence (O15648 whole entry, looked up): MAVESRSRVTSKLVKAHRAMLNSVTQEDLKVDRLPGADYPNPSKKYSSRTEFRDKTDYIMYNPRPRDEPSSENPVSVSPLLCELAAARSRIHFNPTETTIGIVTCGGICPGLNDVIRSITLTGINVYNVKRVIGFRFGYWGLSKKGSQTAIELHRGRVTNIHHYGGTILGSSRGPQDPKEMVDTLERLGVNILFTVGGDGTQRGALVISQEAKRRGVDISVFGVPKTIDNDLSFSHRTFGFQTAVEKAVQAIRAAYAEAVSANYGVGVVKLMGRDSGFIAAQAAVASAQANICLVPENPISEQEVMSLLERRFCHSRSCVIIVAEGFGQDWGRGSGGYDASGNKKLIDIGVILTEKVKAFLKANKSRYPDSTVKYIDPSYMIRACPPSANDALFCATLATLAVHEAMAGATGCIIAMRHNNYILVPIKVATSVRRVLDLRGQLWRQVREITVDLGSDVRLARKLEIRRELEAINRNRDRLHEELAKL
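ADP-Glo luminescence quantified ADP after 45 min at room temperature, with 1.25 nM T. brucei PFK, 0.1 mM ATP and 0.5 mM fructose-6-phosphate in pH 8.0 TEA buffer. qHTS titrations up to 57 µM; curves classified by quality.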
Chronic BCR inh = inhibitors of chronic active B-cell receptor signaling. hit rate 0.05% among 340,000. ABC-DLBCL IkBa-CBG/CBR reporter, luminescence ratio, 4 h. Potency, µM (titrated, usually from 46.1 µM), inactives show at the top dose ratio change, negative = lower green/red ratio, usual class: inhibitors. AID 493014; active = well fitted inhibition curve with a large enough effect in the signal ratio, with a control signal flat, not every such curve was filed as active; inconclusive = small, poorly fitted or top-dose-only effect, or effect the other way, or a change in a side signal; the % refers to the signal ratio;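 note: potency is the fitted concentration of half-maximal effect; plate controls were basal doxycycline-induced cells for no effect and cells given 10 µM MG132 for full effect; MG132 reads +100%, hits lower the ratio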
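Compounds up to 46 uM were incubated four hours with TMD8 cells whose green CBG68 luciferase is fused to IkappaBalpha; red CBR luminescence normalised the signal, and concentration-effect curves were fitted to fusion, red and ratio data.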
TCR activator = activators of T cell receptors. primary human leukocytes, anti-CD3, IL-2 HTRF, 48 h. Potency, µM (series often up to 9.22 µM), inactives show at the top dose activation of IL-2 secretion, usual class: activators. 330,000 tested, under 10 active; note: % of control where 0% means no effect
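Human primary leukocytes + a-CD3 beads + cpd, 48 hr; IL-2 in supernatant by HTRF (ex 320nm / em 665nm). No co-stimulatory signal supplied.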
USP2a inh = blocks human ubiquitin-specific protease USP2a. O75604. USP2 core, Ub-CHOP2 coupled fluorogenic reporter, 485/531. Potency, µM (highest dose often 38.3 µM), for inactives: top-dose activity change, negative = inhibition, actives largely listed as inhibitors. hit rate 0.01% among 330,000. AID 463254;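 note: potency is the fitted concentration of half-maximal effect; plate controls were DMSO wells for no effect and full inhibition by NEM control for full effect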
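USP2 core (10nM final) preincubated 30min RT with compound in 20mM Tris-HCl pH 8.0, 2mM CaCl2, 2mM beta-mercaptoethanol, 0.05% CHAPS; 25nM Ub-CHOP2 plus 25nM reporter substrate added, fluorescence (Ex485/Em531) read after 60min.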
Mito fusion act = blocks mitochondrial division or promotes mitochondrial fusion; Potency, µM (top dose mostly 46.1 µM), inactives show at the top dose growth rescue (activation), most hits filed as activators; hit rate 0.23% among 320,000; AID 485298; S. cerevisiae fusion-defective mutant growth rescue, CellTiterGlo 48 h;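 note: potency is the fitted concentration of half-maximal effect; % of control where 0% means no effect; nearly all actives have a fitted effect of over 45% in size; temperature-sensitive fusion mutants such as fzo1-1 at 37 °C on non-fermentable ethanol glycerol medium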
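Yeast fusion mutant, YPEG (non-fermentable carbon), compound, 48 h at 37C non-permissive; CellTiterGlo added, 10 min RT, luminescence read. Rescued growth = division inhibition.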
Numbers without * were called inactive; ? = inconclusive; / = no result given; [ ] = dose if it differs, or a comment. Unless noted, calls come from the whole dose curve; as a rule, active = well fitted curve in the direction sought with a large enough effect; inconclusive = small, poorly fitted or top-dose-only effect, or another doubt; inactive = no such curve, though single readings can be large; an effect the other way counts as inactive or inconclusive.

smiles	B2AR arrestin	TSHR antag	ELG1 DNA repair	uPA surface inh	Eya2 inh	TSG101-PTAP inh	Tb PFK inh	Chronic BCR inh	TCR activator	USP2a inh	Mito fusion act
COc1ccc(N(CC(=O)N/N=C/c2ccc(-c3ccc([N+](=O)[O-])cc3)o2)S(=O)(=O)c2ccc(C)cc2)cc1Cl	-0.4%	-3	2%	1%	21%	21%	-1%	4%	2%	2%	1%
O=C1C2C3C=CC(C2C(=O)N1c1nccs1)C1C(=O)N(c2nccs2)C(=O)C31 (configuration not stated)	-0.2%	-7	-2%	8%	7%	-1%	0%	-7%	-3%	3%	0%
CCOC(=O)c1ccccc1NC(=O)c1cccs1	-0.9%	-11	1%	-8%	-3%	-7%	0%	6%	-1%	4%	15%
Cc1cc(OCc2cc(C(=O)N3CCN(C)C(=O)[C@@H]3C)no2)cc(C)c1Cl	0.2%	-6	-15%	-17%	-24%	-2%	0%	-16%	5%	-7%	-22%
CC(OC(=O)COc1ccc(Nc2ccccc2)cc1)C(=O)N(C)c1ccccc1 (configuration not stated)	-0.7%	-30	-27%	3%	8%	-2%	-2%	14%	1%	-8%	4%
CCOc1ccc(CCNS(=O)(=O)c2ccc3c(c2)N(C(C)=O)CCO3)cc1OCC	-0.4%	-7	-3%	-4%	4%	-2%	1%	7%	-2%	-1%	8%
Cc1occc1-c1nnc(SCC(=O)N2CCCc3ccccc32)n1Cc1ccco1	0.0%	-5	?	4%	-12%	-2%	-6%	16%	-3%	-1%	2%
CSc1ncccc1C(=O)OCC(=O)N1CCN(C(=O)c2ccco2)CC1	-0.4%	13	-15%	-11%	6%	-1%	3%	?	5%	1%	/
Cc1ccc(NC(=O)C(CC(C)C)NC(N)=O)cc1 (configuration not stated)	-0.9%	3	-1%	3%	-3%	-2%	-7%	2%	10%[46.1 µM]	1%	-3%
O=C1CC(c2ccc3c(c2)OCO3)c2cc3c(cc2N1)OCCO3 (configuration not stated)	-0.2%	3	?	-6%	1%	0%	-7%	?	3%	0%	2%
Cc1cc(C(=O)Nc2cccc(O)c2)co1	0.0%	3	?	-2%	-9%	-7%	1%	?	1%	3%	-1%
Cc1ccc(Sc2ccc(CN3CCCCC3)cc2[N+](=O)[O-])cc1	-1.1%	15	-5%	-10%	-6%	-2%	1%	?	-6%	1%	14%
CCOc1cc(/C=N/n2cnnc2)ccc1OC(=O)c1cccc([N+](=O)[O-])c1	-0.3%	6	-5%	-1%	-9%	-1%	4%	0%	0%	3%	-3%
CCCSc1ccc([C@@H]2[C@H]3C(=O)N(CC)C(=O)[C@H]3[C@]3(C(=O)OC)CCCCN23)cc1	-0.1%	-17	-14%	-9%	-23%	16%	-10%	-3%	16%	0%	?
CCN(CC)S(=O)(=O)c1ccc(OC)c(NC(=O)c2ccc(N3CCCC3=O)cc2)c1	0.5%	-13	-11%	-5%	5%	-2%	-2%	?	0%	2%	5%
COc1cc(NC(=O)c2cc3nc(C)cc(C)n3n2)c(OC)cc1Cl	0.0%	-1	?	14%	-29%	2%	-7%	?	8%	0%	13%
CCOc1ccc(C2=Nn3c(nnc3-c3ccco3)SC2)cc1	-0.1%	-8	-9%	-3%	7%	-6%	2%	-1%	-3%	1%	-1%
Cc1cccc(OCC(=O)NNC(=O)C2CCCCC2C(=O)O)c1 (configuration not stated)	-0.7%	-10	12%	3%	3%	-1%	0%	?	-1%[46.1 µM]	2%	3%
COc1cccc(CN2C(=NC(=O)CCC3CCCC3)SC3CS(=O)(=O)CC32)c1 (configuration not stated)	-0.1%	36	12%	7%	1%	0%	2%	-3%	1%	1%	-1%
Cc1ccc(NC(=O)COC(=O)[C@@H]2CC(O)CN2S(=O)(=O)c2ccc3c(c2)OCCO3)cc1 (some centres not stated)	-0.3%	-15	?	8%	-20%	-9%	1%	2%	3%	5%	/
CC1(NC(=O)c2cccc(S(=O)(=O)N3CCN(c4ccc(F)cc4)CC3)c2)CCS(=O)(=O)C1 (configuration not stated)	-0.2%	54	-7%	4%	-25%	-1%	-9%	1%	4%	-14%	8%
CCn1c(CSc2nc(C)cc(C)n2)nnc1SCC(=O)Nc1nc(-c2ccccc2)cs1	0.0%	4	-5%	1%	-1%	-4%	-7%	0%	-1%	2%	-1%
C(=N\NC1=Nc2cccc3cccc1c23)/c1ccccc1	2.6%	-10	?	5%	-10%	?	-4%	?	4%[46.1 µM]	12%	-1%
C[C@@H](C(=O)NCCc1c[nH]c2ccccc12)[C@H]1C[C@]1(C)[C@H](NC(=O)OCc1ccccc1)c1ccccc1	0.0%	-6	18µM*	-25%	-2%	2%	3%	?	-6%	0%	22%
O=[N+]([O-])C(=C1SCCS1)C(=C(Cl)Cl)N1CCCCC1	-0.2%	-30	1%	3%	-1%	1%	-2%	?	1%	0%	-4%
O=C1CCc2cc(S(=O)(=O)N3CCCCC3)cc3c2N1CC3	-0.3%	0	?	-1%	7%	-6%	-11%	0%	-11%	0%	3%
COc1ccccc1CNC(=O)C1CCCN(S(=O)(=O)c2cccc3cccnc23)C1 (configuration not stated)	-0.2%	-7	-1%	14%	-27%	0%	-2%	1%	3%	2%	-1%
CCN(CC(=O)Nc1c(F)cccc1F)C(=O)c1ccc(N2CCCC2)c([N+](=O)[O-])c1	-0.8%	16	?	6%	-2%	2%	3%	1%	1%	-1%	5%
Cc1ccc2c(c1)c1n[nH]c(=S)nc1n2CCc1ccccc1	-0.5%	-7	?	-3%	9%	-4%	-5%	3%	1%	-1%	-13%
Cc1ccc(NS(=O)(=O)c2cccc(C(=O)N3CCCC(C)C3)c2)cc1 (configuration not stated)	-0.2%	2	1%	-1%	3%	-1%	11%	15%	1%	1%	9%
CCOC(=O)C1CCCN(S(=O)(=O)c2ccc(OC)cc2)C1 (configuration not stated)	0.1%	6	-9%	/	18%	-2%	1%	-24%	0%	4%	2%
CCc1c(C)nc2c(C#N)c[nH]n2c1=O	-0.1%	-7	?	2%	-4%	-5%	1%	0%	5%	-1%	1%
CCOC(=O)/C=C/C(=O)Nc1ccccc1C(=O)NC1CCCCC1	?	-5	1%	-9%	10%	1%	-2%	3%	-1%[46.1 µM]	1%	22%
COc1nnnc2c1sc1nc(N3CCOCC3)c3c(c12)CC(C)(C)OC3	0.2%	11	2%	/	8%	/	2%	-1%	/	1%	4%
COc1ccccc1NS(=O)(=O)c1ccc(C(=O)N2CCN(c3ccccn3)CC2)cc1	-0.9%	-13	?	-3%	4%	0%	2%	0%	-1%	1%	/
Cn1c(SCc2cc(=O)[nH]c(C(C)(C)C)n2)nnc1C(F)(F)F	-0.9%	7	9%	1%	-6%	-4%	1%	-11%	-5%	-1%	1%
N#CC1=C(N)NC(SCC(=O)c2ccc(Br)cc2)=C(C#N)C12CCCCC2	-1.4%	?	?	1%	13%	0%	-4%	?	6%	1%	-19%
COc1ccc(NC(=O)c2cc3n(n2)C(C(F)(F)F)CC(c2ccc4c(c2)OCO4)N3)cc1OC (configuration not stated)	0.4%	-7	?	-3%	-10%	/	-3%	?	/	-2%	0%
N#Cc1ccc(Oc2cc(C(F)(F)F)nc(-c3ccccn3)n2)cc1	0.1%	-5	-1%	/	12%	-7%	1%	0%	-1%	-1%	-3%
O=C(c1cccc(F)c1)N1CCN(C(=O)c2cc(-c3ccc(Cl)cc3Cl)on2)CC1	0.5%	-1	?	-12%	6%	-1%	-4%	-12%	2%	-1%	22%
CCc1ccc(S(=O)(=O)NCc2cccs2)cc1	-0.7%	0	-2%	5%	-5%	-1%	2%	-1%	/	4%	4%
CCNC(=S)N/N=C(\C)c1cccc(C(F)(F)F)c1	?	1	25%	10%	-7%	-4%	-1%	?	-7%	-8%	2%
Cc1ccc(NC(=O)C(C)OC(=O)c2ccc(NS(=O)(=O)c3ccc(F)c(F)c3)cc2)cc1 (configuration not stated)	-0.6%	-9	7%	-11%	0%	-2%	-5%	8%	-5%[46.1 µM]	4%	-4%

Screens from PubChem BioAssay.
